Screening results from PubChem.
Vif-APOBEC3G blk: Vif-A3G binding inhibition. HeLa A3G-eYFP + Vif (tagged APOBEC3G with the HIV-1 protein that degrades it), YFP fluorescence, overnight. AID 602310. Potency, µM (highest dose often 46.1 µM), without a hit: at the top dose activity, negative = active, most hits filed as inhibitors. Q9HC16. actives 0.076% (n = 410,000);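 further: on the % scale 0 is the no-effect control and ±100 the full control effect; nearly all actives have a fitted effect of over 60% in size; hits raise eYFP signal because A3G escapes Vif-driven loss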
Target sequence (Q9HC16 whole entry, looked up): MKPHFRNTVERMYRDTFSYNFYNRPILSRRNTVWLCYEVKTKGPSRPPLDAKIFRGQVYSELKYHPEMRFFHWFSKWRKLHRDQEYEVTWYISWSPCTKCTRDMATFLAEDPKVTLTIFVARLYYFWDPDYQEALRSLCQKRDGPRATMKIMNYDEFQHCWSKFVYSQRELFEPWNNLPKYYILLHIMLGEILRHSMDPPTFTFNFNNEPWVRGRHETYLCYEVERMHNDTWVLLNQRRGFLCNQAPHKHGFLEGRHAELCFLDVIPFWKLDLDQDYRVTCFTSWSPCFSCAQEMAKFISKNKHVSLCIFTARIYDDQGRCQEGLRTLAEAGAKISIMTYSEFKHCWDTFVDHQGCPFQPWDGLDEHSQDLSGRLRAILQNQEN
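HeLa cells stably expressing Vif and C-terminally eYFP-tagged A3G, seeded overnight at 37 deg C, then exposed to compound by pintool overnight at 37 deg C. Rise in yellow fluorescence (Ex 488/Em 500-530, Acumen) marks blocked Vif-driven A3G degradation.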
ALOX12 inh: blocks human arachidonate 12S-lipoxygenase. Potency, µM (highest dose often 108 µM), for the others: at the highest dose activity change, negative = inhibition, usual class: inhibitors. P18054. actives 1.1% (n = 580,000). purified 12hLO, xylenol orange hydroperoxide absorbance; further: on the % scale 0 is the no-effect control and ±100 the full control effect
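Purified human 12hLO at 150 nM in 25 mM Hepes, 0.01% Triton X-100, pH 7.0, preincubated 15 min at room temperature with compound. Reaction started with 40 uM arachidonic acid, 30 min at room temperature. Hydroperoxide measured by Fe-xylenol orange, 573/405 nm absorbance ratio.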
RXFP1 ag: agonists of human relaxin receptor RXFP1; actives 0.3% (n = 370,000); Potency, µM (doses to about 57.5 µM), without a hit: top-dose activation, actives largely listed as activators; Q9HBX9; HEK293T-RXFP1 cAMP TR-FRET, 30 min; response scale: percent of porcine relaxin response, buffer zero; further: on the % scale 0 is the no-effect control and ±100 the full control effect; nearly all actives have a fitted effect of over 60% in size; many of its hits are not listed in these tables
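cAMP rise read by TR-FRET after 30 min, 37C compound exposure (up to 58 uM) in RXFP1-transfected HEK293 cells with Ro 20174 present. EC50 from Hill-equation fits, with 29 nM porcine relaxin as 100% and buffer as basal.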
Vif-APOBEC3F blk: Vif-A3F binding inhibition; AID 602313; actives 0.2% (n = 390,000); HeLa A3F-eYFP + Vif (tagged APOBEC3F with the HIV-1 protein that degrades it), YFP fluorescence increase; Potency, µM (highest dose often 46.1 µM), inactives show at the highest dose activity, negative = active; further: % of control where 0% means no effect; nearly all actives have a fitted effect of over 65% in size
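Fluorescence increase (Ex 488/Em 500-530) after overnight compound treatment at 37 deg C flags inhibition of Vif-driven A3F-eYFP loss in stable HeLa A3F-eYFP/Vif cells seeded overnight beforehand.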
TrxR1 substrate: rat thioredoxin reductase 1 substrate activity. actives 0.01% (n = 390,000). purified TrxR1 substrate turnover, NADPH consumption readout. O89049. Potency, µM (top dose mostly 114 µM), for inactives: at the top dose activity change, negative = substrate turnover. AID 588456; further: on the % scale 0 is the no-effect control and ±100 the full control effect; nearly all actives have a fitted effect of over 50% in size
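Rat TrxR1, dispensed at 90 nM, was prereduced with 400 uM NADPH (final) for 5 min at ~22 deg C, then incubated with compound 15 min before 400 uM selenite. A first-read NADPH fluorescence drop versus no-compound background flagged substrates.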
rTrxR1 inhibitor: inhibitors of rat thioredoxin reductase 1. O89049. recombinant rTrxR1, NADPH fluorescence consumption, selenite substrate. Potency, µM (top dose mostly 114 µM), without a hit: at the top dose activity change, negative = inhibition, hits mostly inhibitors. actives 1% (n = 390,000). AID 588453; further: on the % scale 0 is the no-effect control and ±100 the full control effect; nearly all actives have a fitted effect of over 65% in size
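Rat TrxR1 (90 nM in the dispensed reagent) was pre-reduced with 400 uM NADPH for 5 min at room temperature, then incubated with compound for 15 min. After 400 uM selenite was added, NADPH fluorescence (Ex 340/Em 450 nm) was followed for 8 min.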
USP1 inh: blocks the human USP1/UAF1 deubiquitinase complex. O94782. Potency, µM (top dose mostly 57.1 µM), without a hit: top-dose activity change, negative = inhibition, usual class: inhibitors. recombinant USP1/UAF1, Ub-Rhodamine cleavage fluorescence. actives 0.23% (n = 390,000). AID 743255; further: on the % scale 0 is the no-effect control and ±100 the full control effect; nearly all actives have a fitted effect of over 60% in size; inactives centre near -12
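USP1/UAF1 complex (1 nM) preincubated 15 min at room temperature with compound, then Ub-Rho substrate (150 nM final) added. Kinetic fluorescence at 480/540 nm over 6 reads at 60 s intervals; 50 mM HEPES pH 7.8, 0.5 mM EDTA, 0.1 mg/ml BSA, 1 mM TCEP, 0.01% Tween-20.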
IDH1 R132H inh: blocks human mutant IDH1 R132H enzyme; O75874; IDH1-R132H enzyme, NADPH consumption, diaphorase/resazurin fluorescence; Potency, µM (doses to about 76.6 µM), without a hit: at the highest dose activity change, negative = inhibition, hits mostly inhibitors; actives 0.093% (n = 390,000); AID 602179; further: on the % scale 0 is the no-effect control and ±100 the full control effect; nearly all actives have a fitted effect of over 65% in size
Target sequence (O75874 whole entry R132H, stated change not applied): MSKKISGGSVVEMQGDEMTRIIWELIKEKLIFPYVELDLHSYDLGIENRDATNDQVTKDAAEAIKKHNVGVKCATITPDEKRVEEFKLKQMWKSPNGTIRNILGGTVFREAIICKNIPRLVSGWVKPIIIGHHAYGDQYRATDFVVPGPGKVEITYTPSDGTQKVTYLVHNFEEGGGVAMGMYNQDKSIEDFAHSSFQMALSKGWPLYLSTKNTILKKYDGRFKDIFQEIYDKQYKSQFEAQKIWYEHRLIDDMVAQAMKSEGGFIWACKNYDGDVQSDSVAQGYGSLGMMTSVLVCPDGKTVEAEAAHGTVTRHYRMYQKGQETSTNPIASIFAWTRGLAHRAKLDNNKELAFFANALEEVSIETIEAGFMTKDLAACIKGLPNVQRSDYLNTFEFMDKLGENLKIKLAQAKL
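IDH1-R132H (0.5 ug/mL) preincubated 30 min with compound, then NADPH (0.016 mM) and alpha-KG (2 mM) added; 80 min at RT, pH 7.5. Remaining NADPH coupled via diaphorase/resazurin to fluorescence (540/590 nm); concentration-response curves normalized to no-enzyme control.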
RGS4 inh: human RGS4 inhibition | Transcreener GDP fluorescence polarization, RGS4-accelerated GTP hydrolysis | actives 0.039% (n = 390,000) | Potency, µM (top dose mostly 114 µM), inactives show at the top dose activity change, negative = inhibition, hits mostly inhibitors | P49798 | AID 504845; further: on the % scale 0 is the no-effect control and ±100 the full control effect; nearly all actives have a fitted effect of over 75% in size; some results filed as inactive show a strong effect at the top dose
Target sequence (P49798 whole entry, looked up): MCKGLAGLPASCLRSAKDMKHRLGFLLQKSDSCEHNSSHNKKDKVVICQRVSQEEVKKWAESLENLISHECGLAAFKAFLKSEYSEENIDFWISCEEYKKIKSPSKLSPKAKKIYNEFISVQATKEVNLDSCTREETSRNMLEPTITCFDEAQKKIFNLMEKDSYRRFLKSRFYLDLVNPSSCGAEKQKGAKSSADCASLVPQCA
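MLSMR compounds (23 nl, pin-transferred) preincubated 10 min at room temperature with a 500nM (2x) first reagent, then RGS4 at 900nM (2x) plus Transcreener GDP mix added; fluorescence polarization (620/688 nm) read before and after 90 min at 30 °C.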
* marks the source's active call; other numbers are inactive results; i = inactive; u = inconclusive; x = not tested or not shown; [ ] = dose if it differs, or a comment. The call rests on the fitted dose curve; in most records, active means well fitted curve in the direction sought with a large enough effect; inconclusive means small, poorly fitted or top-dose-only effect, or another doubt; inactive means no such curve, though single readings can be large; an effect the other way counts as inactive or inconclusive. Potency means the concentration at half of the fitted maximal effect. The list is partial; the hit share may differ from the screen's.

SMILES	Vif-APOBEC3G blk	ALOX12 inh	RXFP1 ag	Vif-APOBEC3F blk	TrxR1 substrate	rTrxR1 inhibitor	USP1 inh	IDH1 R132H inh	RGS4 inh
CC(Cl)C(=O)Nc1c2c(nn1-c1ccccc1)CSC2 (stereo not given)	1%	10%	1.9%	-2%	-5%	-9%	-10%	-7%	-1%
CC[C@]12c3[nH]c4cc(CCC(=O)N(C)C)ccc4c3CCN1C(=O)[C@@H](CC(=O)NC/C=C(\C)CCC=C(C)C)C[C@@H]2C(=O)N1CCN(C(=O)C2CC2)CC1	-2%	4%	x	-3%	-4%	-1%	-21%	-10%	0%
Cc1ncc(CN2CCN(C3CCCC3)C(CCO)C2)s1 (stereo not given)	-3%	0%	-0.4%	9%	-1%	-4%	-3%	-8%	8%
COc1cc2nc(SCC(=O)NCCc3ccccc3)n(Cc3ccco3)c(=O)c2cc1OC	-1%	u	1.3%	2%	9%	-24%	-22%	6%	-25%
CCOc1ccc(N2C(=O)CN(C)C2=S)cc1	-7%	-8%	0.5%	1%	-5%	-6%	-15%	1%	7%
CC(C)C(=O)NNC(=O)c1csc(-c2cccs2)n1	1%	247%[activator]	11%	15%	-1%	0%	u	1%	4%
CC(=O)Nc1ccc(NC(=O)COC(=O)c2ccccc2OCc2cccc(Br)c2)cc1	-1%	0%	x	x	-4%	4%	x	x	x
Cc1cccc(Nc2c(F)c(F)c(F)c(F)c2C(=O)O)c1	-4%	-3%	-1.7%	12%	-6%	u	-23%	-5%	3%
CCCN(CCC)C(=O)C1CCCN1S(=O)(=O)c1cccc2nsnc12 (stereo not given)	4%	-6%	-0.1%	5%	2%	-4%	-6%	1%	-9%[11.4 µM]
COc1cnc(-c2ccccc2)nc1Oc1ccccc1C	-1%	u	-0.1%	-2%	-2%[57.1 µM]	10%[57.1 µM]	-19%	-1%	-10%
O=C(Cc1ccc(Br)cc1)Nc1nc2ccccc2[nH]1	4%	5%	7.0%	u	-5%	-10%	-14%	4%	-15%
CCOc1ccc(S(=O)(=O)NCCC(=O)NCC2CCCO2)cc1 (stereo not given)	1%	196%[activator]	0.7%	4%	6%	9%	-18%	-1%	-9%
COc1ccc(OC)c(N(CC(=O)N2CCCCC2)S(=O)(=O)c2ccc(OC)c(OC)c2)c1	0%	0%	1.1%	9%	8%	10%	-3%	16%	-10%
O=C(Nc1nncs1)c1cc(S(=O)(=O)N2CCOCC2)ccc1Cl	0%	-8%	1.0%	8%	17%[0.0914 µM]	6%	-16%	0%	-4%
COc1cc(C(=O)N(Cc2cccc(Cl)c2)C2CCS(=O)(=O)C2)cc(OC)c1OC (stereo not given)	0%	-1%	0.8%	0%	-11%	-8%	-15%	0%	7%
COc1ccc2nc(C)cc(N/N=C/c3cccc(OC)c3O)c2c1	u	u	0.5%	0%	-4%	1%	-22%	-11%	u
O=C(Nc1cc(Cl)cc(Cl)c1)c1ccc(F)c(S(=O)(=O)N2CCN(c3ccccc3F)CC2)c1	1%	-21%	-0.4%	6%	0%[57.1 µM]	29%[57.1 µM]	-1%	-18%	25%
Cc1cc2nc(Cl)c(Cl)nc2cc1C	-1%	23%	0.1%	2%	-10%	-9%	-16%	-6%	10%
COc1ccc(S(=O)(=O)c2c(Nc3cccc(C)c3C)sc(C(=O)c3ccccc3)c2N)cc1	-21%	-26%	3.0%	-12%	0%	3%	8%	-19%	-2%
CC(=O)NC1=NC(=O)/C(=C/N2CCCCC2)S1	1%	-25%	-0.8%	-4%	3%	-7%	-5%	15%	25%
COc1cccc(CCNC(=O)COc2cccc3c2OC(C)(C)C3)c1	0%	12%	0.7%	1%	9%	17%	-19%	3%	-11%
O=C(c1ccccc1)n1nnc2ccccc21	1%	-4%	0.2%	-9%	-2%	5µM*	-3%	-1%	14%
N#Cc1ccc(OCc2noc(-c3ccsc3)n2)cc1	0%	-33%	4.8%	u	1%[57.1 µM]	17%[57.1 µM]	-14%	20%	13%
O=C(COc1ccc(F)cc1)NCCCn1ccnc1	-3%	-5%	-5.8%	13%	0%	3%	-6%	-2%	-1%

Look-ups from above.
Under ALOX12 inh, O=C(Nc1cc(Cl)cc(Cl)c1)c1ccc(F)c(S(=O)(=O)N2CCN(c3ccccc3F)CC2)c1 reads -21%
Under Vif-APOBEC3F blk, COc1cc(C(=O)N(Cc2cccc(Cl)c2)C2CCS(=O)(=O)C2)cc(OC)c1OC (stereo not given) reads 0%

Carrying on:
SMILES	Vif-APOBEC3G blk	ALOX12 inh	RXFP1 ag	Vif-APOBEC3F blk	TrxR1 substrate	rTrxR1 inhibitor	USP1 inh	IDH1 R132H inh	RGS4 inh
C[C@H](NC(=O)c1ccc(Cl)c(S(=O)(=O)N2CCOCC2)c1)c1nc2ccccc2[nH]1	-1%	27%	2.9%	-5%	1%	4%	-17%	10%	11%
CCc1ccc(N2CC(C(=O)Nc3cc(C)ccc3F)CC2=O)cc1 (stereo not given)	-2%	-8%	-0.1%	-7%	5%	4%	-24%	8%	28%
COCc1[nH]nc2c1C(c1c(F)cccc1Cl)C(C#N)=C(N)O2 (stereo not given)	-10%	0%	0.5%	-13%	10%[57.1 µM]	7%[57.1 µM]	0%	9%	-11%
Clc1ccc(-n2c(SC/C=C/c3ccccc3)nnc2-c2cccnc2)cc1	4%	-24%	-1.4%	1%	-2%[57.1 µM]	8%	-10%	10%	-4%
Cc1onc(-c2c(F)cccc2Cl)c1C(=O)NCc1ccc(F)cc1	0%	-29%	-0.1%	-6%	-3%	13%	-8%	-5%	-5%
Cc1cc(C)c(C)c(S(=O)(=O)N2CCC(C(=O)NCc3cccs3)CC2)c1C	0%	13%	x	5%	x	x	-16%	-5%	x
C=CCn1c(Cc2cccs2)nnc1SCC(=O)NCc1ccco1	0%	i	2.8%	-5%	6%	u	-17%	8%	-30%
CCN(CCCNC(=O)CCn1c(=O)[nH]c2ccsc2c1=O)c1ccccc1	-1%	3%	-1.0%	-20%	8%	18%	-12%	-1%	-4%
Cc1cc(N2CCCC2)nc(SCC(=O)c2ccccc2)n1	-3%	-9%	2.4%	-8%	0%	-3%	-6%	-5%	18%
Cc1c(C(=O)Nc2c(F)cccc2F)sc2ncn(Cc3ccccc3F)c(=O)c12	2%	2%	-0.1%	1%	-7%[57.1 µM]	6%[57.1 µM]	-10%	8%	-9%
CCN(CC)C(=O)c1ccc(N)cc1	0%	-9%	-2.2%	-6%	-1%	13%	-3%	4%	4%
FCCCOc1ccc(CN2CCN(c3ccccc3F)CC2)cc1	1%	-11%	4.1%	14%	2%[57.1 µM]	10%[57.1 µM]	-10%	5%	-4%
O=C(O)c1ccc(-c2noc(-c3ccccc3F)n2)cc1	6%	-5%	x	5%	7%	18%	x	x	0%
Cc1onc(-c2ccccc2)c1C(=O)Nc1ccc(NC(=O)c2c(-c3ccccc3)noc2C)cc1	3%	15%	x	0%	-6%	18%	-24%	-12%	3%
O=C(NCCCN1CCOCC1)c1ccc(S(=O)(=O)N2CCOCC2)cc1	0%	2%	2.0%	-1%	8%	-4%	10%	-1%	-5%
CCCC(C)C(=O)Nc1nc(C)c(-c2csc(Nc3cc(OC)ccc3OC)n2)s1 (stereo not given)	-12%	u	2.5%	0%	-6%[57.1 µM]	14%[57.1 µM]	-26%	12%	-32%
O=C(NCCN1CCCC1)c1ccc2c(c1)N(Cc1ccc(F)cc1)C(=O)c1ccccc1S2=O (stereo not given)	1%	42%[activator]	2.2%	-1%	8%[57.1 µM]	7%[57.1 µM]	-1%	-5%	0%
CCN(Cc1nc2cc(Cl)ccc2c(=O)[nH]1)C(=O)c1cc2c(s1)CCCCC2	-4%	7%	0.7%	u	-4%	-7%	-6%	2%	1%
CCOC(=O)NNC(=S)Nc1c(C)n(C)n(-c2ccccc2)c1=O	0%	u	3.1%	-25%	6%	17%	-21%	3%	-13%
c1csc(C2=NNC(=NC3CCCCC3)SC2)c1	-5%	-23%	-2.4%	15%	-10%[57.1 µM]	34%[57.1 µM]	u	7%	-16%
CCCC[C@@H]1C[C@H]1[C@@H](NC(=O)c1ccco1)c1ccc(C(=O)OC)cc1	-2%	u	x	-1%	3%	5%[57.1 µM]	-36%	16%	-28%
CCOc1ccc(C2c3c(oc4ccccc4c3=O)C(=O)N2Cc2ccc3c(c2)OCO3)cc1 (stereo not given)	2%	-27%	-0.8%	3%	-4%	12%	9%	-10%	-12%
CC(C)(C)C(=O)Cn1c(=O)n(-c2ccc(Cl)c(Cl)c2)c(=O)c2c3c(sc21)CCCC3	4%	-19%	-0.8%	-2%	-5%	19%	-5%	3%	13%
COc1ccc(CCC(C)NC2C3CC4CC(C3)CC2C4)cc1 (stereo not given)	0%	-9%	1.2%	0%	-7%	5%	7%	-4%	27%
CCCCCCN1C[C@H](n2cc(C3CC3)nn2)[C@@H](O)C[C@@H]1c1ccc(OC)cc1	-8%	u	x	-1%	x	x	-23%	0%	x
